# GPR151 activ – activators of human GPR151, primary screen, cell-based, PathHunter beta-arrestin, luminescence | G-protein coupled receptor 151 (Homo sapiens), Q8TDV0 | 650,000 compounds, 1% hits | activation, % at 11.2 µM | PathHunter beta-arrestin GPR151 cells; in the data active means activation above about 4.9%;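 further: 0% = median of compound wells and 100% = cells with positive control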
# Target sequence (Q8TDV0 whole entry, looked up): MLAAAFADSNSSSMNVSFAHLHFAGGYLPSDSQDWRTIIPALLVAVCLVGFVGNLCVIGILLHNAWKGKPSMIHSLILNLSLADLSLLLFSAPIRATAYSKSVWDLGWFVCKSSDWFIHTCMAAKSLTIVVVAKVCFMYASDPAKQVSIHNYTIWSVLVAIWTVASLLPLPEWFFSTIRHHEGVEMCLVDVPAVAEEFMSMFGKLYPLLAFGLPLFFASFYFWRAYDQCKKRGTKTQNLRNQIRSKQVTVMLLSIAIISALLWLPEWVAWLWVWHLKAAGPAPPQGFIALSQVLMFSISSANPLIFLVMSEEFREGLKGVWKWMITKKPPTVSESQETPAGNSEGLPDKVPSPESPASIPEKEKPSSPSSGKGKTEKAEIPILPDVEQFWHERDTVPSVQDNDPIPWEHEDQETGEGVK
# FBW7 activator – FBW7 E3 ligase activators, primary screen, biochemical, AlphaScreen, human. F-box/WD repeat-containing protein 7 (Homo sapiens), Q969H0. AlphaScreen FBW7–phospho-cyclin E peptide binding, activator screen. normalized activity (activation), % at 26.1 µM. 650,000 compounds, 0.13% hits; in the data active means normalized activity above about 1.9%;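 further: purified mutant Fbw7 with reduced substrate affinity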
# TEAD-YAP block – TEAD-YAP interaction inhibition, primary screen, TEAD-YAP interaction inhibitor project, luminescence, HEK-TIYL cells; AID 1259422, 2018; TEAD-Gal4/YAP UAS-luciferase luminescence; 640,000 compounds, 1.4% hits; inhibition, % at 9.12 µM; in the data active means inhibition above about 32%;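 further: 0% = median of test compound wells and 100% = reference inhibitor wells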
# MITF primary – MITF inhibitors, primary screen, biochemical, AlphaScreen, human | AID 1259374, 2018 | inhibition, % at 2.6 µM | AlphaScreen MITF homodimerization, bead proximity signal | 650,000 compounds, 0.91% hits; in the data active means inhibition above about 50%;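 further: 0% = vehicle wells with protein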
# Target sequence (O75030 whole entry, looked up): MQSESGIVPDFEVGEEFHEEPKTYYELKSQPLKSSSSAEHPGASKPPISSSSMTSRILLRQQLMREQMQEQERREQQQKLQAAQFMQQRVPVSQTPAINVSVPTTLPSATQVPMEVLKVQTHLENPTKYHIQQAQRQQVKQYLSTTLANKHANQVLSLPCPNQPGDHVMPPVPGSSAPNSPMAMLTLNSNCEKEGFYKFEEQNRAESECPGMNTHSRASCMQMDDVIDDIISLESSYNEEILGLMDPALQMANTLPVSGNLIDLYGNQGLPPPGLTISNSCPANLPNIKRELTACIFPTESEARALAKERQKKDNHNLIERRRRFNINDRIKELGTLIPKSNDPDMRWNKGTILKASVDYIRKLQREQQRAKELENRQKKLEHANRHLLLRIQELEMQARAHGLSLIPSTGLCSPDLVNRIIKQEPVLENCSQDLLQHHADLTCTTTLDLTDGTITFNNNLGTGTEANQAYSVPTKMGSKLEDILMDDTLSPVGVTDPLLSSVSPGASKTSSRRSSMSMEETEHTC
# * hit, by the source's call.
# The opening 6 compounds (preview)
SMILES,GPR151 activ,FBW7 activator,TEAD-YAP block,MITF primary
CC(=O)N1c2ccccc2Nc2ccccc21,-0.5,0.2,-24.5,23.4
Cc1ccc2c(C)c(C(=O)NCc3ccncc3)oc2c1,-0.8,1.0,9.3,7.1
CCCCn1c(=O)c2c(ncn2CC(C)=O)n(CCCC)c1=O,0.8,0.0,-8.1,0.4
CCOc1cc(/C=C2\OC(=O)c3c2cc(C)[nH]c3=S)ccc1O,-0.6,-0.1,11.5,14.9
O=C(Nc1cccc(C(F)(F)F)c1)c1csc2c1CCCC2,-1.1,0.8,-6.4,11.0
CC(C)(C)C(=O)CN1C(=O)C2(OCCO2)c2ccccc21,1.9,-0.2,-2.3,7.9

# The whole of this part, previewed entries included:
SMILES,GPR151 activ,FBW7 activator,TEAD-YAP block,MITF primary
CC(=O)N1c2ccccc2Nc2ccccc21,-0.5,0.2,-24.5,23.4
Cc1ccc2c(C)c(C(=O)NCc3ccncc3)oc2c1,-0.8,1.0,9.3,7.1
CCCCn1c(=O)c2c(ncn2CC(C)=O)n(CCCC)c1=O,0.8,0.0,-8.1,0.4
CCOc1cc(/C=C2\OC(=O)c3c2cc(C)[nH]c3=S)ccc1O,-0.6,-0.1,11.5,14.9
O=C(Nc1cccc(C(F)(F)F)c1)c1csc2c1CCCC2,-1.1,0.8,-6.4,11.0
CC(C)(C)C(=O)CN1C(=O)C2(OCCO2)c2ccccc21,1.9,-0.2,-2.3,7.9
CCOC(=O)c1sc(N2N=C(C)/C(=C\c3ccc(C)o3)C2=O)nc1C,-1.7,0.0,3.4,16.8
Cc1c(Cl)cccc1N(CC(=O)Nc1cccc(Br)c1)S(C)(=O)=O,-0.2,-0.1,-1.5,9.0
COc1ccccc1NC(=O)c1c(-c2ccccc2Cl)noc1C,-0.6,0.0,9.9,0.9
CC1=C(C(=O)OC2CCCC2)C(c2ccccc2C(F)(F)F)C2=C(CCCC2=O)N1 (stereo not given),0.0,0.2,-1.0,9.3
C=CCOC(=O)C1=C(C)NC(SCC(N)=O)=C(C#N)C1c1ccccc1OC (stereo not given),-1.2,0.1,12.9,6.7
CC1C2c3ccccc3C(c3ccccc32)C1C(=O)Nc1ccc(Cl)c(Cl)c1 (stereo not given),-0.8,-0.1,3.1,-1.1
CC(=O)Nc1ccc(NC(=O)C(CC(C)C)NC(=O)C2CCCCC2)cc1 (stereo not given),-0.5,0.1,7.2,-13.2
Cc1[nH]c(=O)[nH]c(=O)c1S(=O)(=O)Nc1cccc(C(=O)O)c1,0.2,0.8,2.7,23.6
CCC(=O)N(Cc1ccccc1Cl)Cc1cc2cc(C)ccc2n2nnnc12,-0.4,-0.1,-7.2,-11.4
COC(=O)c1c(S(=O)(=O)N2C[C@@H](C)O[C@@H](C)C2)sc2c1CCN(CCC(C)C)C2,0.1,0.1,-0.5,-6.8
COc1ccc(N2CCN(c3ncnc4sc(C(=O)Nc5ccc(F)cc5Cl)c(C)c34)CC2)cc1,0.6,0.0,-0.5,-6.0
O=C(Nc1cccc([N+](=O)[O-])c1)c1cccc(S(=O)(=O)Nc2ccc(Cl)cc2)c1,0.3,-0.1,9.7,19.2
C=C(C)CNC(=S)Nc1nccs1,2.0,0.0,1.3,-3.6
COc1ccc(OC)c(-c2csc(CCn3nc(C)cc3C)n2)c1,-0.4,-0.2,1.7,-5.5
Cc1ccc(-n2nc(C)c(C=C3C(=O)NC(=S)NC3=O)c2C)c(C)c1,-1.8,-0.1,-3.4,15.8
Cc1cccc(N(CCN2C(=O)c3cccc4c(Br)ccc(c34)C2=O)C(=O)c2cccc([N+](=O)[O-])c2)c1,0.9,-0.1,-8.6,10.3
CN1CCCCCC1C(=O)NCC1Cc2cc(-c3cncnc3)cc(Cl)c2O1 (stereo not given),-1.1,0.1,5.5,13.1
CC(=O)Nc1ccc(S(=O)(=O)Oc2cccc(/C=C3\SC(=S)NC3=O)c2)cc1,-0.9,-0.4,1.9,9.3
COc1cccc(-n2c(C)cc(/C=C3\C(=N)N4C(C)=CSC4=NC3=O)c2C)c1,-0.5,0.1,-14.3,26.9
Cc1cccc(C(=O)NCc2nnc(SCC(=O)Nc3cccc(F)c3)n2C)c1,0.8,-0.1,-1.3,-5.7
CC(Oc1ccccc1)C(=O)Nc1nc(-c2ccccc2)cs1 (stereo not given),-0.5,0.3,-15.4,6.2
O=C(Nc1c2c(nn1-c1ccc(F)cc1)CS(=O)C2)c1cc(Br)ccc1Cl (stereo not given),-0.3,0.4,-0.5,1.2
Cc1ccc(NC(=O)NCc2ccco2)cc1NC(=O)NCc1ccco1,-1.5,0.0,3.0,-12.4
OC1CCN(c2ccc(Nc3nccc(-c4cc(F)cc(N5CCN(C6CC6)CC5)c4)n3)cc2)CC1,1.0,-0.6,31.8,21.4
CC(Sc1ccc(Cl)cc1)C(=O)Nc1ccccc1C(=O)O (stereo not given),-0.6,-0.1,-14.3,-0.4
O=C(Nc1ccc(S(=O)(=O)Nc2ccccn2)cc1)c1ccc(Cl)cc1Cl,-0.2,0.2,7.1,13.3
COc1ccc(CCNS(=O)(=O)c2ccc3oc(C(=O)O)c(C)c3c2)cc1OC,1.2,0.1,-4.6,3.0
Nc1nonc1-n1nnc(C(=O)N/N=C/c2ccccc2Cl)c1-c1ccccc1,2.8,0.1,11.8,3.5
NC(=O)c1ccsc1NC(=O)c1ccc2ccccc2c1,-7.0,0.1,0.2,11.3
O=C(Cc1ccc(Cl)c(Cl)c1)N1CCN(c2ncccn2)CC1,4.1,0.3,-26.8,9.4
CCn1c2c(c(=O)[nH]c1=O)C(c1cccc(F)c1)C1=C(N2)c2ccccc2C1=O (stereo not given),0.1,-0.1,1.1,4.8
CCOC(=O)c1nnn(-c2nonc2N)c1CSc1nnc2c(n1)[nH]c1ccccc12,0.7,0.1,0.3,5.5
CCOc1ccc(Cc2nnc(SCC(=O)c3ccc(Cl)cc3)o2)cc1,-0.3,0.0,-6.9,-1.7
O=C(O)c1ccc2c(=O)[nH]c(CSc3nnc(-c4ccc5c(c4)OCO5)o3)nc2c1,0.5,-0.1,11.4,-7.1
CS(=O)(=O)N(CC(=O)NCc1ccncc1)c1cccc(Cl)c1,-0.3,0.1,-5.4,-6.0
CCNC(=S)N(CC)CC(=O)Nc1ccccc1OC,-2.1,0.0,6.7,3.9
C1=C(c2ccccc2)Nc2nnnn2C1c1cccs1 (stereo not given),0.0,0.1,-23.0,0.7
COC(=O)c1cc(NC(=O)Cc2nc(-c3ccc(OC)cc3)no2)cc(C(=O)OC)c1,-1.0,0.0,8.7,7.1
COc1ccc(N2CC(C(=O)N/N=C/c3ccc(OC)c(OC)c3)CC2=O)cc1 (stereo not given),-1.0,0.1,-4.6,7.2
O=C(NC1CCCC1)C1CC(c2ccc(Cl)cc2)=NO1 (stereo not given),0.3,-0.1,-59.3,-6.2
CCc1ccccc1OCCCN1CCOCC1,-1.0,-0.1,-5.6,38.5
COc1ccc(Nc2cc(-c3ccccc3F)nc(C)n2)cc1,1.3,0.1,-14.3,-4.9
COc1ccc(-c2csc3ncnc(NN)c23)cc1,-1.8,0.3,5.9,4.8
CCC1=NN2C(=N)/C(=C/c3cc(Cl)c(OCCOc4ccc(Br)cc4)c(OC)c3)C(=O)N=C2S1,0.9,0.1,-9.6,8.2
# Further compounds.
SMILES,GPR151 activ,FBW7 activator,TEAD-YAP block,MITF primary
Cc1cc(N2CCCCC2)nc(N)n1,-1.8,-0.1,-1.0,12.0
COC(=O)c1nn(-c2ccc(Cl)c(C(F)(F)F)c2)cc1O,1.2,0.6,-26.4,15.3
CCOC(=O)CN(C)Cc1nc(N2CCCCCC2)c2ccccc2n1,-1.2,-0.5,3.9,7.0
O=C(c1ccc(C#CC2(O)CCCCC2)cc1)N1CCN(Cc2ccccc2)CC1,1.3,0.1,6.9,-1.6
CC(C)COc1ccc(C(=O)NCc2cccnc2)cc1,1.8,0.4,0.8,13.3
O=C(CC1S/C(=N/N=C/c2ccccc2)NC1=O)Nc1ccccc1 (stereo not given),0.3,-0.1,-5.8,15.9
O=c1oc(-c2ccc(Oc3ccc(-c4nc5ccc(Br)cc5c(=O)o4)cc3)cc2)nc2ccc(Br)cc12,0.9,-0.1,-2.4,7.8
CC(=O)c1ccc(N2CCN(C(=O)Nc3ccc(C(C)C)cc3)CC2)cc1,2.8,0.0,18.0,-3.4
CCN(CC)C(=O)CN1N=C(c2ccccc2)Cn2c(cc3ccccc32)C1=O,-0.9,-0.1,5.7,-0.8
O=C(CCc1ccccc1F)N1CCCC(N2CCC(CO)CC2)C1 (stereo not given),-0.4,0.0,-2.7,0.3
O=C(CSc1nc2ccccc2s1)NCc1ccc2c(c1)OCO2,0.6,-0.3,13.0,6.4
COc1ccc(S(=O)(=O)Nc2ccc(C(N)=O)cc2)cc1Cl,-0.8,-0.1,-0.9,-9.0
COc1cc(Nc2nc(NCc3ccc4c(c3)OCO4)nc3c2ncn3Cc2ccc(C(F)(F)F)cc2)cc(OC)c1OC,-1.1,0.0,-4.4,-2.9
CCOC(=O)c1c(NC(=O)CSc2nnc(CNC(=O)c3cccc(F)c3)n2-c2ccc(F)cc2)sc2c1CCC2,-0.6,0.1,-7.4,-12.2
CC(=O)c1cc2c(cc1NC(=O)C1CCC1)OCO2,-0.8,-0.1,4.6,-9.7
Cc1ccc(Cl)cc1N1CCN(S(=O)(=O)CCN2C(=O)CCCC2=O)CC1,0.0,0.7,10.2,16.1
Cc1ccc(S(=O)(=O)c2cn(CC(=O)Nc3ccccc3)c3ccc(C)cc3c2=O)cc1,-0.6,-0.1,-9.4,-12.3
COc1ccc(NC(=S)NC(=O)c2ccc(Br)o2)cc1,-1.7,-0.3,-49.7,15.6
O=C(NCc1cccc(Cl)c1)c1ccc2c(=O)n(C3CCCCC3)c(=S)[nH]c2c1,0.0,0.4,-2.4,7.4
CN(CCC#N)C(=O)c1cc2c(Cl)nc3ccccc3c2s1,1.9,-0.1,-10.4,5.2
CN1CCN(c2ccc(-c3nc4ccc(C(=O)NCc5nc6ccccc6[nH]5)cc4s3)cc2)CC1,8.0*,0.3,30.1,-10.6
Nc1cc(OC(=O)c2ccccc2Br)nn1S(=O)(=O)c1ccc(F)cc1,-0.9,0.1,0.8,18.7
Cc1c(/C=N\Nc2ccc([N+](=O)[O-])cc2)c2ccccc2n1C,0.1,-0.3,12.8,20.8
O=C(NCC1CCC2(CCN(Cc3ccccc3)CC2)O1)c1cccc(Cl)c1 (stereo not given),0.0,-0.2,-0.4,-12.2
CCOc1ccccc1C1C(C#N)=C(N)Oc2n[nH]c(CC)c21 (stereo not given),0.9,0.4,1.9,3.7
O=C(CNC(=O)COc1ccccc1)NCCCN1CCOCC1,-0.1,-0.1,10.0,7.9
Cc1sc2ncnc(NNC(=S)NCCN(C)C)c2c1C,-1.4,-0.1,-4.4,14.7
Cc1ccnc(NC(=O)COc2ccccc2[N+](=O)[O-])c1,-2.3,0.0,-46.5,-1.8
Nc1cc(Nc2ccc3ncccc3c2)ncn1,-1.0,-0.1,-6.6,0.2
CCOC(=O)c1ccc(Nc2ccc(Br)cc2-c2nc3nc(-c4cc(C(C)(C)C)cc5c4CCC5(C)C)cn3[nH]c2=O)o1,1.6,0.0,-3.4,-13.9

# Quoted at random: 3 records from the list
SMILES,GPR151 activ,FBW7 activator,TEAD-YAP block,MITF primary
CN1CCN(c2ccc(-c3nc4ccc(C(=O)NCc5nc6ccccc6[nH]5)cc4s3)cc2)CC1,8.0*,0.3,30.1,-10.6
Cc1ccnc(NC(=O)COc2ccccc2[N+](=O)[O-])c1,-2.3,0.0,-46.5,-1.8
CCOc1ccccc1C1C(C#N)=C(N)Oc2n[nH]c(CC)c21 (stereo not given),0.9,0.4,1.9,3.7

# Going on with the list.
SMILES,GPR151 activ,FBW7 activator,TEAD-YAP block,MITF primary
CCn1cc(C(C)NC(=O)Nc2ccc3c(c2)OCO3)c(C)n1 (stereo not given),0.3,0.0,-10.8,3.1
Cc1cc2c(c(=O)n1Cc1ccc3c(c1)OCO3)C(c1cccs1)C(C#N)=C(N)O2 (stereo not given),1.7,0.0,9.5,-12.3
CCOC(=O)C1(CCOC)CCN(Cc2nc(-c3cccs3)oc2C)CC1,1.7,0.0,-6.7,3.1
N#CCCN(CCC#N)C(=O)c1cccc(NC(=O)c2ccccc2)c1,-0.5,-0.1,-7.0,-24.5
COc1ccc(CNc2sc3c(c2C(=O)Nc2cc(OC)ccc2OC)CCC3)cc1,-0.7,0.2,5.6,7.0
Cc1ccc(S(=O)(=O)N(CC(=O)O)c2cc(C)ccc2C)cc1,-0.8,0.3,6.8,5.7
CCOC(=O)N1CCC(Nc2nc(N3CCOCC3)nc(N3CCN(c4ccc(OC)cc4)CC3)n2)CC1,1.2,-0.3,-8.0,-2.2
COc1ccc(C(=O)c2cn(CC(=O)Nc3cccc(OC)c3)c3ccc(F)cc3c2=O)cc1,0.0,-0.1,7.2,-3.1
Cc1ccc(NCC(=O)N2CC(=O)Nc3ccccc32)cc1,-0.5,0.1,4.5,2.4
Cc1ccc(NC(=O)c2cc[n+]([O-])cc2)cc1Cl,0.0,0.0,-1.4,1.2
NC(c1ccc(Cl)cc1)c1nc(-c2ccncc2)no1 (stereo not given),0.4,-0.1,2.0,8.3

# Source: PubChem

# Rows are unselected; about 3.4% have a hit in one of these screens.
